# TLR4 MyD88 comp = inhibitors of TLR4-MyD88 association in cells, primary screen, cell-based, HeLa CL3-4, BLA complementation, FRET ratio; HeLa CL3-4 TLR4/MyD88 BLA complementation; inhibition, % at 8.4 µM; 200,000 compounds, 0.18% hits; AID 861, 2007; in the data active = inhibition above about 25%;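 note: 0% = vehicle and 100% = reference inhibitor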
# PPARg SRC3 recr = PPARgamma agonists recruiting SRC-3 coactivator, primary screen, biochemical; Peroxisome proliferator-activated receptor gamma (Homo sapiens), P37231; biochemical PPARgamma/SRC-3 coactivator recruitment assay; activation, % at 8 µM; 200,000 compounds, 0.26% hits; AID 731, 2007; in the data active = activation above about 23%;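 note: 0% = DMSO and 100% = reference agonist; some compounds past the cut are filed as inactive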
# Target sequence (P37231 whole entry, looked up): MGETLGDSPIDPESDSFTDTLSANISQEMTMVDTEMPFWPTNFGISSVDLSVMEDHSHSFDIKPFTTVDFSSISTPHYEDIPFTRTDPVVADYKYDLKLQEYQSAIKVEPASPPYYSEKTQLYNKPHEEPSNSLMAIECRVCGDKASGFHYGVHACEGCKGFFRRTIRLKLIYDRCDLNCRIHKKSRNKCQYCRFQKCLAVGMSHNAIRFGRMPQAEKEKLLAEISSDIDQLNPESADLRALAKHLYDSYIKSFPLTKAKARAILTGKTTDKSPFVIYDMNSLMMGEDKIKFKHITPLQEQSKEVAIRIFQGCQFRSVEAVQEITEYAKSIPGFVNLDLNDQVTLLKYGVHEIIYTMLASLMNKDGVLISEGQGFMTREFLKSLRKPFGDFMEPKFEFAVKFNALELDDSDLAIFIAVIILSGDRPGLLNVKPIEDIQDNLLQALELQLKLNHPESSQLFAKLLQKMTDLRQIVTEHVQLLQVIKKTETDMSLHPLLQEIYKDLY
# PPARg SRC2 recr = agonists of PPARg-SRC-2 recruitment, primary screen, biochemical, HTS; PPARgamma LBD-SRC-2 recruitment; activation, % at 8 µM; 200,000 compounds, 0.34% hits; in the data active = activation above about 22%;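 note: 0% = vehicle and 100% = reference agonist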
# PPARg SRC-1 ag = PPARgamma agonists recruiting SRC-1 coactivator, primary screen, biochemical. Peroxisome proliferator-activated receptor gamma (Homo sapiens), P37231. PPARgamma-SRC-1 coactivator recruitment biochemical assay. activation, % at 8 µM. 200,000 compounds, 0.41% hits. AID 631, 2007; in the data active = activation above about 19%;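 note: 0% = DMSO and 100% = reference agonist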
# ROMK primary = ROMK potassium channel modulators, primary screen, cell-based, thallium flux, MLSMR library. ATP-sensitive inward rectifier potassium channel 1 (Homo sapiens), P48048. Tet-inducible ROMK, thallium flux fluorescence; actives lie on both sides. B-score at 10 µM. 130,000 compounds, 2% hits;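 active = signal ratio slope over the read window, or its plate-corrected B-score, at least 3 SD from the plate mean, either direction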;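 note: B-score of the F/F0 ratio slope over 7 to 12 s after thallium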
# Target sequence (P48048 whole entry, looked up): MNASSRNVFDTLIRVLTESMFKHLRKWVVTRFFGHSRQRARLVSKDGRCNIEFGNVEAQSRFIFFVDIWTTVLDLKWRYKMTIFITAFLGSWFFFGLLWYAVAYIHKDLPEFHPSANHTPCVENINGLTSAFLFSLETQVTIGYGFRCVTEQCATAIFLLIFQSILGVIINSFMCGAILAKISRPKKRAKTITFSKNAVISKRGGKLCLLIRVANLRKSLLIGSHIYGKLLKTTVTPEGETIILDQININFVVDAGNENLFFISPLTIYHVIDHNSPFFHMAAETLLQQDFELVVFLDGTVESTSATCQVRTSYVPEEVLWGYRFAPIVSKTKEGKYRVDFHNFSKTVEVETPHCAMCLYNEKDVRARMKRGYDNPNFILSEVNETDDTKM
# STAT3 activator = IL-6 driven STAT3 reporter potentiators, primary screen, U3A cells, luciferase, luminescence, MLSCN library; IL-6 STAT3-luciferase reporter; 100% = signal with IL-6 EC80 alone; activation (% of control), % at 5.6 µM; AID 871, 2007; 190,000 compounds, 0.91% hits;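 active = activation above the screen-wide mean of compound activation plus 3 SD, cut at about 130% in these data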;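 note: 0% = background luminescence of wells with medium and substrate only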
#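 Assay system – human STAT1-deficient U3A cells with stable STAT3-luciferase reporter · Also added – IL-6 (33 ng/mL) · Schedule – compound 1 h, then IL-6 6 h at 37 °C · Technique – reporter luminescence signal · Evaluation – % activation versus median of IL-6-stimulated wells · Benchmarks – IL-6-only wells as 100% reference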
# RAM network inh = inhibitors of the yeast RAM network, primary screen, dse1pr::URA3 reporter, 5-FOA selection | S. cerevisiae dse1pr::URA3 reporter, 5-FOA growth OD615, 2 d; analog-sensitive cbk1-as2 kinase mutant strain | inhibition, % at 50 µM | 190,000 compounds, 1.8% hits;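 active = inhibition above a set limit, 3 SD over mean compound inhibition, cut at about 8.4% in these data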;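 note: 0% = DMSO-only wells with no growth and 100% = 10 µM 1-NA-PP1 full growth; inhibition rescues growth on 5-FOA so higher OD means more RAM inhibition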
# STAT3 inh = IL-6 driven STAT3 reporter inhibitors, primary screen, U3A cells, luciferase, luminescence, MLSCN library. IL-6 STAT3-luciferase reporter; host cell line lacks STAT1. inhibition, % at 5.5 µM. 190,000 compounds, 0.89% hits. AID 862, 2007;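 active = inhibition above the mean inhibition across all screened compounds plus 3 SD, cut at about 44% in these data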;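 note: 0% = DMSO only wells and 100% = 100 µM nifuroxazide control wells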
# STAT1 blocker = STAT1 signaling inhibitors, primary screen, cell-based, HTS, luciferase reporter; inhibition, % at 5.5 µM; 200,000 compounds, 0.35% hits; NIH 3T3 STAT1-luciferase reporter, IFN-gamma, luminescence;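 active = inhibition above a set limit, the mean inhibition across all tested compounds plus 3 SD, cut at about 34% in these data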;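 note: 0% = IFN-gamma with DMSO and 100% = IFN-gamma with 300 µM nifuroxazide; values of inactives mirror those of a sister screen read the other way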
# S1P3 antagonist = S1P3 receptor antagonists, primary screen, cell-based; Sphingosine 1-phosphate receptor 3 (Homo sapiens), Q99500; CHO S1P3 NFAT-BLA reporter, FRET fluorescence, antagonist mode; inhibition, % at 4.98 µM; 170,000 compounds, 0.27% hits;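 active = inhibition above the plate cutoff, the mean inhibition of test wells on that plate plus 3 SD, cut at about 28% in these data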;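 note: cells challenged with S1P at its EC80 of 0.8 µM; blue over green emission ratio from cleaved BLA substrate after 4 h stimulation; 0% = S1P-stimulated wells and 100% = unstimulated DMSO-only wells; some compounds past the cut are filed as inactive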
# SRC2 TRFRET art = TR-FRET signal artefacts, primary screen, artefact control for PPARgamma SRC-2 agonist project, biochemical; TR-FRET artefact counter-screen; hits give high values; TR-FRET ratio at 8 µM; 200,000 compounds, 0.4% hits; in the data active = TR-FRET ratio above about 2000; note: inactives centre near 1500
# Numbers without * were called inactive; nt = no result given.
SMILES,TLR4 MyD88 comp,PPARg SRC3 recr,PPARg SRC2 recr,PPARg SRC-1 ag,ROMK primary,STAT3 activator,RAM network inh,STAT3 inh,STAT1 blocker,S1P3 antagonist,SRC2 TRFRET art
COc1cccc(OC)c1C(=O)Nc1cccnc1,1,-3,3,8,-0.12,101,0.1,1,-4,-20,1579
Cc1cnc(C(=O)N2CCc3c([nH]c4ccccc34)C2c2ccc(F)cc2)cn1 (stereo unspecified),-29,4,10,7,0.87,116,1.7,-12,-7,-8,1591
CCOc1ccc(CN(C)C(=O)CCl)cc1,4,3,9,3,0.75,94,1.1,10,15,-31,1522
Cc1cc(C)c(S(=O)(=O)N(C)CC(=O)NCc2ccccn2)c(C)c1,-12,4,4,4,-0.026,95,1.0,8,7,-6,1564
CC(C)NC(=O)C(=O)c1cn(C)c2ccccc12,11,-4,2,4,0.21,96,-1.0,10,-5,-10,1545
COc1ccc(NC(=O)/C(Cl)=C(/Cl)S(=O)Cc2ccccc2)cn1 (stereo unspecified),9,-4,5,-7,-3.5*,99,0.8,8,-112,nt,1391
Cn1c(N)c(C(=O)c2ccc(Cl)cc2)c(=O)n(C)c1=O,-5,3,11,-2,nt,92,-0.5,6,-6,-2,1575
N#Cc1cnn(Cc2ccccc2)c1/N=C/N1CCOCC1,-30,14,8,5,0.85,108,2.7,-6,-1,-2,1578
Cc1cc(C)cc(C(=O)N2CCC(C(N)=O)CC2)c1,3,-2,-1,0,nt,95,3.6,11,3,-14,1610
O=C(CN1CCC(NC(=O)C2CCCCC2)CC1)NCc1ccco1,-11,8,8,-2,-0.044,97,0.0,9,-6,-11,1608
COc1ccc(CCC(=O)Nc2cccc(Cl)c2)cc1,2,-1,3,-1,-0.2,100,1.8,4,7,22,1486
COc1cccc(C(=O)c2cc3ccc(O)cc3oc2=O)c1,1,-6,10,5,0.12,101,3.2,3,2,4,1706
Cc1ccc(C(=O)NCC(=O)NCC(=O)OCc2ccc(F)cc2)cc1,9,0,3,0,nt,100,0.4,5,-4,-21,1527
CN(C)c1ccc(N2C(=O)CSC2=S)cc1,-7,-1,0,-2,0.33,103,1.4,-2,-2,-13,1462
COc1ccc(CNc2nc(NCc3ccc(OC)cc3)n(C(C)=O)n2)cc1,-12,9,5,8,nt,98,4.9,4,3,nt,1609
CCN(CC)C(=O)Oc1ccc(Cl)c2cccnc12,10,6,6,1,-0.42,105,-0.4,-2,-2,-15,1646
CCN(CC)c1ccc(/C=N/Nc2nc3ccccc3[nH]2)c(O)c1,-5,15,16,16,0.33,97,1.2,4,-3,nt,1674
COCCCNC(=S)N(Cc1ccccc1)Cc1ccccc1,-18,5,10,5,-1.4,90,-0.8,10,-2,1,1606
Cc1ccc([N+](=O)[O-])cc1NC(=O)CN(C(=O)c1ccc(Cl)cc1)C1CCCCC1,13,14,-5,4,nt,105,4.8,-1,6,nt,1405
CC(C)(C)c1ccc(NC(=O)c2ccccc2)c([N+](=O)[O-])c1,-4,-3,1,4,nt,89,2.8,15,-50,-5,1529
CC(=O)Nc1cc(C(N)=O)c(Cl)cc1Cl,-3,3,-4,-1,nt,101,0.7,8,-3,-23,1373
CCc1nc2ccccc2c(C(=O)OCC(=O)NCc2ccco2)c1C,-11,-1,-8,-8,0.48,91,-1.1,14,-11,-21,1499
O=C1C2ON(c3ccccc3)C(c3ccncc3)C2C(=O)N1c1ccccc1 (stereo unspecified),2,11,0,8,1.4,96,1.1,9,-9,nt,1617
Cc1ccc(NS(=O)(=O)c2cc3c4c(cccc4c2)C(=O)NC3=O)cc1,-6,1,-1,-14,1.7*,101,3.4,-2,14,-14,1294
CS(=O)(=O)c1ccc(C(=O)NCC(c2ccco2)N2CCCCC2)cc1 (stereo unspecified),-10,5,4,6,-0.27,101,0.7,4,-6,2,1725
CC(=O)Nc1ccc(-c2ccccc2)s1,-3,0,-4,1,0.31,109,-0.2,-5,2,5,1575
COc1ccc2c(c1)c1nc3ccccc3nc1n2CCn1c(=O)oc2ccccc21,-3,-3,3,1,-1.2,103,1.5,1,-2,nt,1610
COc1cccc(-n2cc(C(=O)O)c3ccccc3c2=O)c1,-3,5,5,14,0.9,98,1.2,4,-2,14,1674
Clc1ccc(/C=N/Nc2ncnc3ccccc23)cc1Cl,14,-2,-2,11,nt,127,-0.7,-26,-63,nt,1418
CC1(C)CC(c2nc(-c3ccccc3)cs2)CCS1 (stereo unspecified),2,7,6,9,nt,83,0.5,17,3,10,1484
CCc1cccc(CC)c1NC(=O)COc1ccccc1C(=O)c1cc(C#N)c(=O)n(C2CCCCC2)c1,-16,-1,1,3,-2.7,106,3.6,-7,-3,18,1752
COCCn1c(SCC(=O)c2ccc3c(c2)OCCO3)nnc1C(C)C,-2,7,13,-8,0.92,100,3.2,3,0,-11,1627
CC1CCCCN1C(=O)CN1CCC(c2nc3ccc(Cl)cc3[nH]2)CC1 (stereo unspecified),7,10,6,3,-1.5,104,0.0,2,-5,-17,1537
CCOC(=O)c1cc(N)cc([N+](=O)[O-])c1,-19,0,-1,-1,0.77,97,0.5,2,2,-5,1363
O=C(c1cccs1)N1CCN(S(=O)(=O)Cc2ccccc2)CC1,0,13,1,6,nt,96,1.3,7,2,5,1632
COc1ccc(NC(=O)C(C)N(c2ccc(C)cc2)S(C)(=O)=O)cc1 (stereo unspecified),8,3,1,3,-0.16,106,1.2,-7,1,nt,1711
Cc1nc2sc(C(c3ccc(Cl)cc3)N3CC(C)OC(C)C3)c(O)n2n1 (stereo unspecified),7,-8,2,6,-0.33,100,1.7,2,-7,-47,1539
COc1cc(CN(C)CCc2ccccc2)ccc1OCc1ccccc1,-1,-5,-7,-7,-0.55,94,0.0,14,1,nt,1438
C=CCOc1c(CNc2ncn[nH]2)cccc1OCC,10,7,1,-3,-0.74,97,0.9,7,5,nt,1436
COc1ccc(/C=C(/C#N)S(=O)(=O)c2ccc(C)cc2)cc1,1,-1,-4,-9,-0.61,96,5.5,4,4,nt,1441
Cc1ccc(NS(=O)(=O)c2cccc(C(=O)N/N=C/c3c(C)nn(-c4ccccc4)c3N3CCCC3)c2)c(C)c1,16,-1,-10,-4,-0.48,112,3.7,-18,5,-2,1614
CN(C)c1ccc(/C=C/C(=O)c2ccc(C(C)(C)C)cc2)cc1[N+](=O)[O-],17,-2,-1,-1,-0.62,104,6.4,-7,-1,3,1473
CCCCn1c(=O)n(Cc2cccc(F)c2)c(=O)c2c1ncn2Cc1ccco1,-12,-7,-6,-9,nt,118,4.1,-10,-3,28,1644
CC1=C(C#N)C(NC(=O)c2cccc(Cl)c2)(C(F)(F)F)C(=O)N1 (stereo unspecified),0,3,3,12,0.93,81,-0.1,22,10,-2,1636
O=C(Nc1cnn(Cc2ccc(Cl)c(Cl)c2)c1)c1nc2ncccn2n1,-15,2,3,6,0.34,94,2.5,15,17,nt,1461

# Molecules above with a tert-butyl group (2):
SMILES,TLR4 MyD88 comp,PPARg SRC3 recr,PPARg SRC2 recr,PPARg SRC-1 ag,ROMK primary,STAT3 activator,RAM network inh,STAT3 inh,STAT1 blocker,S1P3 antagonist,SRC2 TRFRET art
CC(C)(C)c1ccc(NC(=O)c2ccccc2)c([N+](=O)[O-])c1,-4,-3,1,4,nt,89,2.8,15,-50,-5,1529
CN(C)c1ccc(/C=C/C(=O)c2ccc(C(C)(C)C)cc2)cc1[N+](=O)[O-],17,-2,-1,-1,-0.62,104,6.4,-7,-1,3,1473

# New compounds follow
SMILES,TLR4 MyD88 comp,PPARg SRC3 recr,PPARg SRC2 recr,PPARg SRC-1 ag,ROMK primary,STAT3 activator,RAM network inh,STAT3 inh,STAT1 blocker,S1P3 antagonist,SRC2 TRFRET art
CN(/N=C/c1ccc(O)cc1O)c1nc(-c2ccccc2)cc(-c2ccccc2)n1,5,-1,-8,0,-0.96,90,6.0,11,-4,9,1350
CCCCn1c(SCC(=O)N2CCCCC2)nc2cc(S(N)(=O)=O)ccc21,-6,2,2,5,nt,99,5.2,5,-5,11,1366
COc1ccc(CC2(CO)CCN(Cc3cccn3-c3ccccn3)CC2)cc1,-5,0,6,9,-0.43,109,0.1,-6,-9,-3,1535
C=C(C)COc1ccc(-c2[nH]ncc2Oc2ccccc2OC)c(O)c1,-6,-11,1,-5,1.2,99,4.5,6,6,-31,1605
Oc1ccccc1CNc1ccc2c(c1)OCCO2,-1,7,12,21*,0.36,91,0.4,15,7,0,1679
CC1=C(C(=O)OC2CCCCC2)C(c2ccco2)C2=C(CC(C)(C)CC2=O)N1 (stereo unspecified),-1,8,8,-11,nt,97,2.9,9,6,-25,1689
CCOc1ccc(/C=C/C(=O)c2ccccc2)cc1OC,-2,-2,-8,6,-1,119,1.4,-26,-22,-5,1616
Cc1cc(C)c(NC(=O)C2CCCN2C)c(C)c1 (stereo unspecified),-10,8,0,-2,nt,102,1.3,3,-5,nt,1507
CNC(=O)/C(C#N)=C/c1c(F)cccc1Cl,-13,4,-5,-3,-5.6*,104,1.9,-8,19,4,1446

# Given with values under each structure: entries from further up.
# Values run as follows: TLR4 MyD88 comp, PPARg SRC3 recr, PPARg SRC2 recr, PPARg SRC-1 ag, ROMK primary, STAT3 activator, RAM network inh, STAT3 inh, STAT1 blocker, S1P3 antagonist, SRC2 TRFRET art
- Cc1ccc([N+](=O)[O-])cc1NC(=O)CN(C(=O)c1ccc(Cl)cc1)C1CCCCC1
    13, 14, -5, 4, nt, 105, 4.8, -1, 6, nt, 1405
- CC(C)(C)c1ccc(NC(=O)c2ccccc2)c([N+](=O)[O-])c1
    -4, -3, 1, 4, nt, 89, 2.8, 15, -50, -5, 1529

# Screening results as filed in PubChem.
